D2 antagonist – HTS Assay for Allosteric Antagonists of the Human D2 Dopamine Receptor: Primary Screen for Antagonists; HEK293 TREx D2 cells, calcium flux, dopamine EC80; inhibition, % at 10 µM; 340,000 tested, 2% active; AID 485344, 2010; in the data active = inhibition above about 30%; also: 0% is about no effect
Target sequence (P14416 whole entry, looked up): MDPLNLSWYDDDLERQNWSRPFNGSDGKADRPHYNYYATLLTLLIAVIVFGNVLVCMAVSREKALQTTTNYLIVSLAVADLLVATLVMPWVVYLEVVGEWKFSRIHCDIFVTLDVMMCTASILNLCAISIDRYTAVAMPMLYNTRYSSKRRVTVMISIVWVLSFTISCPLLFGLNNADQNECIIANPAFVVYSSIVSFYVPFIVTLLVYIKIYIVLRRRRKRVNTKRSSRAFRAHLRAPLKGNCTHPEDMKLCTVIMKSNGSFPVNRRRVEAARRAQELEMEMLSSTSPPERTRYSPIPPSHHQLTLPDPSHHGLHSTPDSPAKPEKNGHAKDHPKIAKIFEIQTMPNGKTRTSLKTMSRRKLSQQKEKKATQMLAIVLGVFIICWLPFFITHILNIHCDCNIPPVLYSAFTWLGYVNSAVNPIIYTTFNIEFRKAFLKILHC
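Antagonism is scored as inhibition of an EC80 dopamine-evoked calcium signal in a force-coupled, tetracycline-inducible HEK293 T-REx D2 line, with compound present 180 s before agonist.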
RXFP1 antagonist – qHTS Assay for Antagonists of the Relaxin Receptor RXFP1; activity change, negative = inhibition, % at 57.5 µM; AID 1259400, 2018; Relaxin receptor 1 (Homo sapiens), Q9HBX9; 350,000 tested, 0.59% active; HEK293-RXFP1, relaxin-stimulated cAMP HTRF, 30 min; hits give low values;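 active = activity change of -60% or lower, but not beyond a set lower limit; inconclusive = change between -60% and -40%, or beyond the set limit; inactive = change above -40%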; also: % is scaled to controls: 0 for no effect and ±100 for the full control effect
D1 antagonist – Antagonist of Human D 1 Dopamine Receptor: qHTS; activity change, negative = inhibition, % at 10 µM; HEK293 TREx D1 cells, calcium flux, dopamine EC80; hits give low values; 360,000 tested, 3.2% active; D(1A) dopamine receptor (Homo sapiens), P21728; in the data active = activity change below about -30%; also: % is scaled to controls: 0 for no effect and ±100 for the full control effect
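After overnight tetracycline induction at 30 C, force-coupled D1 HEK293 cells took up a no-wash calcium dye at room temperature. Compounds were added and monitored 180 s, and the response to EC80 dopamine was then recorded.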
D1 potentiator – Potentiators of Human D1 Dopamine Receptor: qHTS. potentiation, % at 10 µM. 360,000 tested, 0.036% active. AID 504651, 2011. HEK293 TREx D1 cells, calcium flux, dopamine EC20 potentiation; in the data active = potentiation above about 30%; also: 0% is about no effect
D2 PAM – HTS Assay for Positive Allosteric Modulators of the Human D2 Dopamine Receptor: Primary Screen for Potentiators; HEK293 T-REx D2, calcium flux, EC20 dopamine potentiation; potentiation, % at 10 µM; D(2) dopamine receptor (Homo sapiens), P14416; AID 485347, 2010; 340,000 tested, 0.34% active;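 active = potentiation over 3 SD above the plate norm, cut at about 30% in these data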; also: 0% is about no effect
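Using a no-wash calcium dye in inducible, force-coupled HEK293 Trex cells expressing D2, we tracked fluorescence each second for 180 s after compound, then for 180 s after EC20 dopamine to detect augmented signalling.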
D2 agonist – HTS Assay for Allosteric Agonists of the Human D2 Dopamine Receptor: Primary Screen for Agonists; activation, % at 2 µM; HEK293 T-REx D2 cells, calcium flux agonist mode; 340,000 tested, 0.53% active;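 active = activation over 3 SD above normal in the single-dose calcium agonist read, cut at about 30% in these data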; also: 0% is about no effect
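HEK293 Trex D2 cells, tetracycline-induced, o/n 30 C 5% CO2; no-wash Ca dye, RT 30–90 min; 10-cycle baseline, 23 nl cpd added, kinetic Ca read 180 s; agonist hits = positive Ca response.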
D1 agonist – Allosteric Agonists of the Human D1 Dopamine Receptor: qHTS. D(1A) dopamine receptor (Homo sapiens), P21728. HEK293 T-REx D1 cells, calcium flux, agonist mode. 360,000 tested, 1% active. activation, % at 2 µM. AID 504660, 2011; also: 0% is about no effect
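Agonism was scored from calcium flux recorded over 180 s (1 read/s) after pintool compound addition, following a 10-cycle baseline. Cells were inducible force-coupled HEK293 TREx D1, plated overnight at 30 C and loaded with no-wash calcium dye.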
TRHR PAM – qHTS for Small Molecule Agonists and Allosteric Enhancers of Human TRH Receptor: Primary Screen for Enhancers | TRHR cells, fluo-8 calcium fluorescence, EC20 TRH enhancement | enhancement, % at 2 µM | 360,000 tested, 0.66% active | AID 493056, 2011; in the data active = enhancement above about 30%; also: 0% is about no effect
Target sequence (P34981 whole entry, looked up): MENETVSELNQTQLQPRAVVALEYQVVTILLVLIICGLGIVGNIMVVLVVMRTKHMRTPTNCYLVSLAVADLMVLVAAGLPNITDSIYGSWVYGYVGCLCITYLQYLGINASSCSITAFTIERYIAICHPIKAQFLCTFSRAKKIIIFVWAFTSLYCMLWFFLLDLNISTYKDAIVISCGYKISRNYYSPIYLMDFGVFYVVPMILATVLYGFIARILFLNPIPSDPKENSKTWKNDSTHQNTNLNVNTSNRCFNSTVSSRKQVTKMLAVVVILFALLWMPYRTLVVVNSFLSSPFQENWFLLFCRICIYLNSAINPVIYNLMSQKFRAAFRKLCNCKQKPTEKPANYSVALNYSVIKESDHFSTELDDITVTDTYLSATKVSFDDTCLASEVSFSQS
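TRHR-expressing cells loaded with fluo-8 calcium dye were read kinetically (ex 480/em 530) during compound addition, then stimulated with an EC20 of TRH (10 nM final). Enhancement of the Gq-mediated intracellular calcium response was scored.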
TRHR agonist – qHTS for Small Molecule Agonists and Allosteric Enhancers of Human TRH Receptor: Primary Screen for Agonists; Thyrotropin-releasing hormone receptor (Homo sapiens), P34981; TRHR cells, calcium flux fluo-8, FDSS agonist mode; activation, % at 2 µM; 360,000 tested, 0.18% active; AID 493084, 2011; also: 0% is about no effect
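Agonist-mode FDSS calcium read (Ex 480/Em 530, 1 s cycles) in 1536-well TRHR cells with fluo-8 dye, after 10-cycle baseline and 23 nL compound addition; TRH at EC20 (10 nM final) added afterwards for the enhancer phase.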
The depositor's hits bear a star; ? = inconclusive; . = no result given. Rule as the data show it, unless noted: active = activation above about 30%; inactive = the rest.

Results follow in this order: D2 antagonist | RXFP1 antagonist | D1 antagonist | D1 potentiator | D2 PAM | D2 agonist | D1 agonist | TRHR PAM | TRHR agonist
1) Cc1ccc2cccc(Oc3cnccn3)c2n1
→ -6 | 0 | 18 | -4 | -2 | -0.1 | 3 | 5 | 0.6
2) Fc1ccc(CNc2nc(-c3ccc(Cl)cc3)cc(C(F)(F)F)n2)cc1
→ . | . | -2 | 2 | 9 | -1.7 | 26 | 10 | -0.4
3) O=C(CNCc1ccc(Cl)cc1)Nc1ccc2c(c1)OCCO2
→ -7 | 1 | 4 | -4 | -16 | -0.4 | 4 | 0 | -1.1
4) CC1CCc2c(sc(/N=C/c3ccco3)c2C(N)=O)C1 (stereo not drawn)
→ 5 | -4 | -3 | -3 | 16 | -0.7 | 2 | 1 | -0.1
5) CCOC(=O)c1c(C)[nH]c(C)c1S(=O)(=O)N(C)CC(=O)Nc1ccc(C)c(F)c1
→ . | . | -16 | -5 | 1 | . | 1 | 1 | -0.3
6) O=C(OCC#CCSc1nnc(-c2cccc3ccccc23)o1)c1cc2ccccc2o1
→ . | . | 10 | -1 | . | . | 3 | 4 | -0.2
7) CC(=O)Nc1cccc(C(=O)NNC(=O)c2ccccc2-n2cccc2)c1
→ 3 | 1 | -2 | 0 | -3 | 0.9 | 0 | 3 | 1.2
8) Cc1ccc(NC(=O)Cc2nc(COC(=O)C(C)NS(=O)(=O)c3ccc(C)cc3)cs2)cc1 (stereo not drawn)
→ 2 | -5 | -20 | -12 | 4 | 0.2 | 2 | 0 | -1.4
9) CCN(CC)C(=O)CSc1nc2c(c(-c3cccnc3)c1C#N)CCCC2
→ 8 | -9 | 6 | 3 | -2 | -0.8 | -1 | 2 | 0.4
10) COC(=O)N/N=C/c1ccc(/C=N/NC(=O)OC)cc1
→ . | 12 | -5 | -4 | . | . | 0 | -3 | 0.4
11) CCOC(=O)C1C(=O)NC(N2CCN(Cc3ccccc3)CC2)=NC1c1ccco1 (stereo not drawn)
→ -1 | 2 | -36* | -1 | 15 | -0.6 | 1 | 0 | -0.1
12) COC(=O)c1c(C)[nH]c(C(=O)COC(=O)CCNS(=O)(=O)c2cccc(C(F)(F)F)c2)c1C
→ -38 | -14 | 36 | 0 | -15 | 0.5 | 10 | 4 | -0.1
13) COc1ccc2ccccc2c1C(=O)/C=C\c1ccoc1
→ -1 | 7 | -1 | -2 | 6 | -2.0 | 3 | -6 | 0.1
14) Cc1cccc(N2CCN(C(=O)c3c(C)oc4nc(C)nc(N5CCCC5)c34)CC2C)c1 (stereo not drawn)
→ . | 4 | 6 | -7 | -3 | -0.3 | -1 | 28 | -0.5
15) COc1ccc(C2c3cc(OC)c(OC)cc3CCN2C(=O)c2ccccc2Br)cc1OC (stereo not drawn)
→ 5 | 2 | -5 | 5 | -5 | -0.5 | 1 | 6 | -0.3
16) CCc1cccc(NC(=O)CCc2c(C)nc3c(c2C)c(=O)n(C)c(=O)n3C)c1
→ . | . | 4 | -3 | -1 | 0.8 | 2 | -5 | 0.7
17) CCOc1ccccc1N1CC(C(=O)Nc2ccc3c(c2)OCCO3)CC1=O (stereo not drawn)
→ -13 | -21 | 13 | -1 | 1 | -0.2 | 2 | -1 | -0.3
18) COc1cc(O)c(C(CC(=O)N2CCCC2)c2ccc(N(C)C)cc2)c(OC)c1 (stereo not drawn)
→ 2 | . | 7 | -5 | 0 | 0.8 | 1 | 1 | -0.2
19) COC(=O)CSc1nc2sc3c(c2c(=O)n1C1CCCCC1)CCN(C)C3
→ -3 | . | 4 | 0 | 9 | 0.7 | 7 | -13 | -1.0
20) Cc1cccc(C(=O)N[C@H](C(=O)Nc2ccc(S(=O)(=O)NC3=NCCCCC3)cc2)C(C)C)c1
→ -9 | -7 | -2 | -4 | 1 | 2.7 | 5 | 7 | 1.0
21) COc1ccc(CCN(C)C(=O)C2CCN(Cc3ccccc3)CC2)cc1OC
→ 8 | 7 | 3 | 2 | 5 | 0.0 | -1 | 1 | -1.8
22) Cc1[nH]c2ccccc2c1/C=N/NC(=O)CCC(=O)Nc1ccccc1
→ 1 | 13 | -48* | -4 | 16 | -0.4 | 1 | 17 | 0.6
23) COc1ccc(Nc2nc(-c3cccc([N+](=O)[O-])c3)nc3ccccc23)c(OC)c1
→ -9 | 15 | 23 | -3 | -17 | 0.4 | 1 | 3 | 0.0
24) O=C(COc1ccccc1)Nc1ccc(Cl)c(-c2nc3ncccc3o2)c1
→ 1 | -9 | -44* | -12 | 10 | 0.6 | 0 | 3 | 0.2
25) O=C(O)c1nn(CCOc2ccc(Cl)cc2Cl)c(=O)c2ccccc12
→ -8 | -13 | -1 | . | 2 | 0.0 | 8 | 13 | 0.8
26) CCCCC(=O)Nc1nnc(-c2ccc(OC)cc2)s1
→ -52 | -13 | -14 | -2 | 6 | 0.1 | 2 | -4 | 0.5
27) CCOC(=O)c1c(CN(C)C)n(-c2ccccc2)c2cc(Br)c(O)cc12
→ 23 | ? | 8 | -6 | 5 | 1.9 | 2 | -1 | -0.2
28) CN(c1ccccc1)S(=O)(=O)c1ccc(C(=O)NCCc2ccccc2)cc1
→ 7 | -3 | -17 | -3 | . | 3.9 | 0 | -1 | 0.0
29) S=C(NCc1ccco1)Nc1ccc(Cl)cc1
→ -9 | . | -31* | -5 | -22 | -1.4 | 21 | -1 | 0.8
30) COc1ccc(C(=O)/C=C2/C(=O)Nc3ccccc32)cc1
→ 13 | -39 | -11 | -1 | 4 | 1.1 | 1 | -3 | 0.8

D1 antagonist, hit marks shown above.
| cpd | SMILES | D2 antagonist | RXFP1 antagonist | D1 antagonist | D1 potentiator | D2 PAM | D1 agonist | TRHR PAM | TRHR agonist |
| --- | --- | --- | --- | --- | --- | --- | --- | --- | --- |
| 11 | CCOC(=O)C1C(=O)NC(N2CCN(Cc3ccccc3)CC2)=NC1c1ccco1 (stereo not drawn) | -1 | 2 | -36* | -1 | 15 | 1 | 0 | -0.1 |
| 22 | Cc1[nH]c2ccccc2c1/C=N/NC(=O)CCC(=O)Nc1ccccc1 | 1 | 13 | -48* | -4 | 16 | 1 | 17 | 0.6 |
| 24 | O=C(COc1ccccc1)Nc1ccc(Cl)c(-c2nc3ncccc3o2)c1 | 1 | -9 | -44* | -12 | 10 | 0 | 3 | 0.2 |
| 29 | S=C(NCc1ccco1)Nc1ccc(Cl)cc1 | -9 | . | -31* | -5 | -22 | 21 | -1 | 0.8 |

Remaining list, next part
Results follow in this order: D2 antagonist | RXFP1 antagonist | D1 antagonist | D1 potentiator | D2 PAM | D2 agonist | D1 agonist | TRHR PAM | TRHR agonist
31) O=C(CSc1nnc(-c2ccc(S(=O)(=O)N3CCOCC3)cc2)o1)c1ccccc1F
→ -1 | -8 | -11 | 11 | 1 | 0.3 | 4 | 1 | 0.2
32) COc1ccc2[nH]c3c(c2c1)CCn1c-3nc2sc(C(=O)Nc3ccccc3)c(C)c2c1=O
→ 39* | . | -7 | -6 | 9 | 0.4 | 1 | 2 | 0.1
33) Oc1ccc2oc3c(c2c1/C=N/n1cnnc1)CCCC3
→ 18 | -1 | -5 | -1 | 0 | -0.3 | 6 | 13 | -0.2
34) Cc1snc2sc(C(=O)c3ccc(Br)cc3)c(N)c12
→ 11 | -3 | -9 | -6 | -6 | -0.2 | 2 | -1 | 2.6
35) Cc1noc(C)c1COc1cccc(C(=O)N(C)Cc2nc3ccccc3c(=O)[nH]2)c1
→ 0 | 4 | 6 | -3 | 17 | 0.3 | 4 | 5 | 0.8
36) O=C(N/N=C/c1cc(Cl)cc([N+](=O)[O-])c1O)c1cc(-c2ccccn2)nc2ccccc12
→ 0 | -9 | -13 | -5 | 2 | 0.4 | 1 | -14 | 0.3
37) S=c1sc2c(Cl)ncnc2n1-c1ccccc1
→ 6 | -2 | -44* | -12 | -7 | 0.2 | 2 | -2 | 1.7
38) COc1cccc(OC)c1OCCCCN1CCC(Cc2ccccc2)CC1
→ 76* | -7 | . | -11 | -27 | 0.3 | 6 | -2 | -0.3
39) CCOC(=O)C1CC=C(Cl)CC1C(=O)Nc1nccs1 (stereo not drawn)
→ -13 | 5 | 8 | -4 | -6 | -0.1 | 3 | -2 | 1.4
40) C[C@H](N=C1NS(=O)(=O)c2ccccc21)C(=O)OCc1cc([N+](=O)[O-])cc2c1OCOC2
→ 45* | -18 | -2 | 10 | -24 | 2.1 | 1 | 0 | 0.1
41) CSCC[C@H](N)C(=O)NC[C@H]1CC[C@H](C(=O)N[C@@H](Cc2ccccc2)C(=O)O)CC1
→ 3 | 7 | -10 | 2 | -4 | -0.9 | 0 | -1 | 0.3
42) O=C(NCc1ccc(Cl)cc1)c1ccc(N2CCCC2=O)cc1
→ -4 | -1 | -19 | -6 | 2 | 0.7 | 4 | 13 | 0.4
43) C[C@H](NC(=O)c1ccccc1Cl)C(=O)Nc1ccccc1F
→ -6 | -9 | 8 | -4 | -3 | 0.4 | 3 | 12 | 0.9
44) Cc1ccc(C(CNS(=O)(=O)c2ccc(Br)cc2)N2CCN(C)CC2)cc1 (stereo not drawn)
→ -15 | -27 | -18 | -12 | -12 | 0.6 | 8 | 6 | 1.1
45) C/C(CC(=O)Nc1cc(C)ccn1)=N\NC(=O)c1cccc(C)c1O
→ . | -2 | -7 | -5 | . | . | 3 | -1 | 0.3
46) CC(=O)c1cccc(NC(=O)c2cc3nc(-c4ccc(Br)cc4)cc(C(F)(F)F)n3n2)c1
→ . | -35 | -16 | -5 | 6 | 0.5 | -1 | -8 | 0.2
47) CSc1sc(-c2nnc(SCC(=O)Nc3ccccc3)n2C)c2c1C=CCC2
→ -8 | -6 | -36* | -1 | -14 | 1.1 | 2 | 1 | -0.3
48) COC(=O)NC1CSCC1OC(=O)CCN1C(=O)c2ccccc2C1=O (stereo not drawn)
→ -22 | 6 | -25 | 5 | 0 | 0.1 | 2 | -10 | -0.3
49) CC(=O)c1ccc(Nc2ccc3cc(S(=O)(=O)N4CCCC4)ccc3n2)cc1
→ . | 3 | -3 | -3 | 4 | 0.6 | 1 | -4 | 0.3
50) Cc1cccc(C)c1OCc1cc(C(=O)N2CCN(c3ccccc3)CC2C)no1 (stereo not drawn)
→ -14 | -7 | 10 | -1 | 2 | 0.3 | 15 | 4 | 0.8
51) Cc1ccc(Oc2ccc(Cl)cc2NC(=O)c2cnccn2)cc1
→ -1 | -5 | -11 | -8 | 10 | -3.3 | 2 | -8 | 0.3
52) O=C(COc1ccc(F)cc1)NC1CC1
→ -5 | 2 | 2 | -2 | -2 | 0.3 | 5 | -7 | 0.2
53) O=C1/C(=C/c2cccnc2)Oc2cc(OS(=O)(=O)c3ccc(F)cc3)ccc21
→ -1 | -5 | -14 | -2 | -2 | -0.3 | 1 | -4 | 0.0
